Bioassay records as filed in PubChem.
zVAD death inh: L929 zVAD cell death inhibition | L929 zVAD necroptosis rescue, ATP luminescence, 24 h; with zVAD 60 µM | viability rescue, % at 10 µM | 220,000 compounds, 0.38% hits;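 active = activation, scaled between plate controls, above about 75%, limit read from the data; inactive = activation under that limit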;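 note: 0% = zVAD with DMSO and 100% = DMSO alone without zVAD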
EBV gp42 block: EBV gp42 inhibition; Fluorescence polarization binding assay, mP read-out; inhibition, % (tested at 21.74 µM); 220,000 compounds, 0.42% hits; AID 1085; in the data active = inhibition above about 50%
Target sequence (Q1HVG2 whole entry, looked up): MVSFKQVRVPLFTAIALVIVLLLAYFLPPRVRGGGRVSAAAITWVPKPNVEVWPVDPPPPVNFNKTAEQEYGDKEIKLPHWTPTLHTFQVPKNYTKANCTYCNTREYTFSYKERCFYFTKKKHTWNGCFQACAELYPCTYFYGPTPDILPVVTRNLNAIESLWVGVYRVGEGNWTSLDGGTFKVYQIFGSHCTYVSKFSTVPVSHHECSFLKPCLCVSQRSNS
Runt-CBFb FRET: Runt domain-CBFb interaction inhibition; Q01196+Q13951; Cerulean-Runt/Venus-CBFb FRET ratio 530/480, 1 h; inhibition, % at 20 µM; 220,000 compounds, 0.46% hits;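 active = inhibition over about 50% at 20 µM in the single-dose screen, limit read from the data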;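 note: 0% = DMSO wells and 100% = excess unlabeled CBFb competitor control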
Target sequence (Q01196 whole entry, looked up, the tested form may be a part): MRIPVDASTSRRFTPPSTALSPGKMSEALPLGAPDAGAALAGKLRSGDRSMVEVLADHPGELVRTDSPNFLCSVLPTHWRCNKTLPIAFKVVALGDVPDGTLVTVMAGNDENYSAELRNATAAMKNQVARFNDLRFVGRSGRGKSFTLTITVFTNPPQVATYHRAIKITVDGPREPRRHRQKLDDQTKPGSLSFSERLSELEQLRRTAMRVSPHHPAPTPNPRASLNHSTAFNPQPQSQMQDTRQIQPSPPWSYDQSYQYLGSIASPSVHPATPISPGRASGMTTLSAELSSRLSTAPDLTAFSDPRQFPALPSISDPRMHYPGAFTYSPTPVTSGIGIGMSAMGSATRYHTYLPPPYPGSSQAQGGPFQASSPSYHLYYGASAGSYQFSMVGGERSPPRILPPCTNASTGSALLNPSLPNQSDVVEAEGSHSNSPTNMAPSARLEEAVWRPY
Target sequence (Q13951 whole entry, looked up, the tested form may be a part): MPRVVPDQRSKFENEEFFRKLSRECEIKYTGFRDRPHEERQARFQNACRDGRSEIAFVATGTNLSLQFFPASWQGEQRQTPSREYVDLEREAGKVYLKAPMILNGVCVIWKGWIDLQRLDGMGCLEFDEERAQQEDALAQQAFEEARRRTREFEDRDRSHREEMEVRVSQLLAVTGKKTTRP
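Assay system: Cerulean-tagged RUNX1 Runt domain (FRET donor) fusion protein / Amount: 100 nM each of Venus-CBFb and Cerulean-Runt domain / Medium: Tris buffer pH 7.5 with salts and BSA / Also added: Venus-CBFb 100 nM / Schedule: 1 h complex formation plus 1 h compound treatment, room temperature / Signal: FRET fluorescence / Read-out: loss of energy transfer signal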
p47phox inh: blocks human p47phox regulatory protein of NADPH oxidases | P14598 | p47phox/p22phox peptide binding, fluorescence polarization, 2 h | inhibition, % at 24.7 µM | 220,000 compounds, 0.53% hits | AID 1274;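 active = inhibition above about 30%, limit read from the data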;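 note: 0% = p47phox with labelled peptide and 100% = labelled peptide alone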
Hck-Nef inh: inhibitors of human Hck kinase activated by Nef; P08631; Recombinant Hck-YEEI plus Nef, Z-Lyte FRET kinase assay; inhibition, % at 20 µM; 220,000 compounds, 0.68% hits; AID 463187;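 active = Hck-Nef kinase inhibition above about 50%, limit read from the data; inactive = inhibition below that limit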;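 note: 0% = DMSO with Hck plus Nef and 100% = Hck alone without Nef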
Mdm2 ligase inh: Mdm2 E3 ligase (human) inhibition; cell-based MDM2 ubiquitination luciferase reporter, 2 h; 0 = plate control, 100 = twice control, blank-subtracted; AID 1230; signal enhancement, % at 5 µM; 210,000 compounds, 0.11% hits;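 active = signal enhancement of 30% or more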;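 note: luminescence tracks abundance of the self-degrading MDM2-luciferase fusion protein; higher signal means inhibition of MDM2 E3 ligase activity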
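Assay system: mammalian cells stably expressing self-ubiquitinating, self-degrading MDM2 E3–luciferase fusion. Quantity: 2000 cells in each well. Medium: DMEM culture medium. Compound dosing: single-point 5 µM. Timing: cell settling 4 h, compound treatment 2 h, both 37 °C. Technique: luciferase luminescence. Read-out basis: percent signal gain over controls, blank-subtracted. Benchmarks: plate controls and plate blanks.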
14-3-3 Bad inh: disrupts binding of bovine 14-3-3 zeta to phospho-Bad peptide. P63103. 220,000 compounds, 0.71% hits. TR-FRET 14-3-3zeta/Dy647-pBad peptide displacement, 1 h. AID 781. inhibition, % at 21.7 µM;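 active = inhibition above about 70%, limit read from the data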;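 note: 0% = full 14-3-3 plus peptide FRET controls and 100% = background without 14-3-3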
Runt-SMMHC FRET: blocks binding of human RUNX1 Runt domain to CBFb-SMMHC; inhibition, % at 20 µM; 220,000 compounds, 0.74% hits; Cerulean-Runt/Venus-CBFb-SMMHC FRET ratio 530/480, 1 h; Q01196+Q13951;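 active = mean inhibition across duplicate retests at 20 µM reaching about 50%, limit read from the data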;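 note: 0% = DMSO wells and 100% = wells with excess untagged CBFb-SMMHC; inhibitors lower the FRET ratio by blocking Runt binding to CBFb-SMMHC; some results filed as inactive read as strong as hits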
TbHK1 inh: blocks Trypanosoma brucei hexokinase 1 activity. recombinant TbHK1, G6PDH-coupled NADH A340. inhibition, % at 10 µM. 220,000 compounds, 0.11% hits. AID 1430;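 active = inhibition of 50% or more in the single-dose primary screen; inactive = inhibition below 50%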
Active calls of the source: *; · = not tested or not shown; [ ] = remark or other dose.

entry	structure	zVAD death inh	EBV gp42 block	Runt-CBFb FRET	p47phox inh	Hck-Nef inh	Mdm2 ligase inh	14-3-3 Bad inh	Runt-SMMHC FRET	TbHK1 inh
1	COCCn1c(C)cc(/C=C2\NC(=S)N(C)C2=O)c1C	0.4	16	4	-13	9	-9	2[fluorescence artefact?]	7	-11
2	CCOC(=O)N1CCN(S(=O)(=O)c2ccc(C(=O)NNc3nc4ccc(Cl)cc4s3)cc2)CC1	·	-11	18	12	-5	·	-11	-6	-3
3	Cc1ccc(-c2noc(CN3CCN(c4ccccc4F)CC3)n2)cc1	1.2	-5	-2	1	20	-11	0	-4	-7
4	COc1cc2c(cc1NC(=O)COC(=O)CNS(=O)(=O)c1ccc(C)cc1)oc1ccccc12	-0.1	-17	-2	-11	0	-11	15[fluorescence artefact?]	-1	-6
5	O=C(NCc1ccccc1)N1CCC(c2nc3ccccc3[nH]2)CC1	0.7	-7	-1	1	1	-20	33	-5	9
6	Cc1ccc(-c2ccc(OCC(=O)N3CCOCC3)cc2)cc1	0.4	-14	-1	-13	11	6	11	-3	-6
7	CC(CN1CCN(c2ccccc2)CC1)c1ccccc1 (stereo not given)	0.0	-17	-1	4	0	-7	31	-7	-3
8	Cc1cccc(NC(=O)c2ccccc2[N+](=O)[O-])n1	-0.1	-2	0	-13	-1	-10	-8	-4	4
9	Cc1ccc(C(=O)OCC(=O)c2ccc(Cl)s2)s1	-0.1	-4	2	-13	1	-14	2	0	1
10	O=C(/C=C/c1ccc(O)c(O)c1)c1ccccc1O	9.8	-16	0	-36	29	-31	3	-7	13
11	COc1ccc(NC(=O)c2cccc(S(=O)(=O)N3CCOCC3)c2)cn1	-0.2	24	0	1	1	-6	1[fluorescence artefact?]	0	-3
12	CC(NS(=O)(=O)c1ccc([N+](=O)[O-])cc1)C(c1cccs1)N1CCOCC1 (stereo not given)	-0.5	-6	0	4	15	-16	-8	3	-8
13	Cc1c(NC(=S)Nc2ccccc2C(F)(F)F)cccc1[N+](=O)[O-]	2.3	-17	3	-17	-1	-4	-6[fluorescence artefact?]	3	-3
14	Cc1n[nH]c(=O)nc1N/N=C/c1ccc(O)c([N+](=O)[O-])c1	1.9	-16	2	-15	2	-5	-2[fluorescence artefact?]	-1	-4
15	Fc1ccc(-c2csc(N3CCSCC3)n2)cc1	-2.7	-11	2	-9	12	-2	2	4	6
16	Cc1ccc(Cl)cc1N1CCN(Cc2nc3ccsc3c(=O)[nH]2)CC1	0.4	-10	0	-14	7	-11	4	-2	-1
17	O=C(c1cc(=O)[nH]c2ccccc12)N1CCN(c2ccc([N+](=O)[O-])cc2)CC1	-1.2	-6	2	-1	9	-4	12	-4	-26
18	Clc1ccc2c(NCc3ccco3)ncnc2c1	1.1	-15	2	6	-12	-13	3	-3	7
19	CCn1c(=N)c(S(=O)(=O)c2ccccc2)cc2c(=O)n3ccccc3nc21	-0.2	-6	21	18	18	-11	79*	90*	-1
20	Cc1nn(CCO)c2c1C(=O)CCC2	-0.4	-16	-2	-6	1	4	14	-2	1
21	CCC1(CC)Cc2ccccc2C(=C(C#N)C#N)N1	0.1	-16	0	-11	2	-24	-10	2	-8
22	COC(=O)COc1ccc(S(=O)(=O)Nc2ccc(C(N)=O)cc2)cc1C	-1.4	-13	2	-8	-1	-8	2	-2	-3
23	Cc1ccc(NC(=O)CN2C(=O)N/C(=C/c3ccc(N4CCOCC4)cc3)C2=O)cc1	0.2	-40	-19	-10	12	-8	4[fluorescence artefact?]	-40	-22
24	O=S(=O)(c1cnc(Cl)c(Br)c1)N1CCc2ccccc21	-0.8	-9	0	-9	3	-10	-8	2	-10
25	N#C/C(=C\c1ccc(-c2cccc([N+](=O)[O-])c2)o1)C(=O)NCCN1CCOCC1	3.7	-10	-2	-8	15	-2	-8	1	-19
26	CC(C)(C)c1ccc(S(=O)(=O)NCCc2ccncc2)cc1	3.3	-16	-2	1	4	-4	5	2	-1
27	CCOC(=O)c1c(C)[nH]c(C(=O)Cn2nnc(-c3ccc(Cl)cc3)n2)c1C	0.2	-11	-2	-11	1	-2	10	-3	-5
28	c1ccc(CN2CCC(=NNc3nc4ccccc4[nH]3)CC2)cc1	2.5	-11	2	-15	16	-14	-13	4	3
29	Cc1ccccc1Cn1nc(C)c(NC(=O)c2cc(-c3ccco3)on2)c1C	2.1	1	-4	-22	-111	-10	-8	-5	-1
30	Fc1ccc(N2CCN(C(=S)NCc3ccco3)CC2)cc1	4.5	-8	8	9	21	0	-18	-1	-5

Continued:
entry	structure	zVAD death inh	EBV gp42 block	Runt-CBFb FRET	p47phox inh	Hck-Nef inh	Mdm2 ligase inh	14-3-3 Bad inh	Runt-SMMHC FRET	TbHK1 inh
31	CCOc1ccc2[nH]c(=O)c(CN(CCO)Cc3nnnn3CCc3ccccc3)cc2c1	0.2	-19	3	-17	1	-17	-2	0	-16
32	CCNC(=O)NC(=O)CSc1ccccc1F	0.1	-10	2	3	-2	-25	-2	-1	4
33	CCOc1ccc(NC(=O)NCCCn2c(C)nc3cc(C)c(C)cc32)cc1	-0.7	-20	2	-8	10	-6	-5	4	-4
34	O=C1CC(=O)c2c1cccc2[N+](=O)[O-]	0.1	-2	26	-14	75*	-11	31	-3	4
35	CC(C)[N+](C)(C)CC#CC(O)(c1ccccc1)c1ccccc1	1.0	-62	-11	-7	-6	-8	-1	3	11
36	Cc1ccc(N2CC(C(N)=O)CC2=O)cc1C (stereo not given)	-0.3	-15	1	-3	6	-12	-1	3	-6
37	O=C(NCCCn1ccnc1)NC(C(F)(F)F)C(F)(F)F	0.6	-6	1	-5	14	-9	-4	0	4
38	Cc1nn(-c2ccccc2C(F)(F)F)c(=O)c2noc(C)c12	0.5	-8	-2	1	17	-10	-6	1	-8
39	Cc1ccc(NS(=O)(=O)c2ccc3c(c2)C(=O)c2ccccc2C3=O)c(C)c1	0.5	-6	3	-2	4	2	-2	-3	1
40	Cc1cc(C)n(-c2nc(-c3ccc(Cl)cc3)cs2)n1	0.8	-20	-2	-2	-1	·	-18[fluorescence artefact?]	-3	-7
41	CCCCCc1c(C)nc(N2CCc3ccccc32)[nH]c1=O	0.3	-16	-7	-20	1	1	-2[fluorescence artefact?]	-4	-4
42	COc1ccccc1NS(=O)(=O)c1cccc(N=C2N=C(N)c3ccccc32)c1	4.2	4	2	-14	2	-18	9	2	-10
43	O=C(Cc1ccc(Cl)cc1)NNc1c(F)c(F)cc(F)c1F	4.4	7	-1	-3	0	-3	11	-1	-2
44	COc1ccc2c(c1)C1NC(=S)NC(C)(O2)C1C(=O)Nc1ccc(Cl)cc1 (stereo not given)	2.5	-14	3	-26	1	·	-8[fluorescence artefact?]	0	-3
45	COc1ccc(N(C2=NCCCS2)S(=O)(=O)c2ccc(C(C)(C)C)cc2)cc1	-0.4	3	1	15	3	-8	-2	1	-9
46	CC(OC(=O)c1nn(C(C)C)c(=O)c2ccccc12)C(=O)Nc1ncc(Cl)cc1Cl (stereo not given)	0.0	-16	-1	-7	-1	0	0[fluorescence artefact?]	1	-7
47	CC(=O)Nc1ccc(S(=O)(=O)NCCOc2ccc(Cl)cc2C)cc1	0.2	-1	1	2	9	-9	-5	0	0
48	Cc1ccc(S(=O)(=O)N(C)CC(=O)N/N=C/c2ccc(C)o2)cc1	0.8	-16	2	-7	13	-5	-1	0	-14
49	Cc1nc(SCc2cccc(F)c2)c2oc3ccccc3c2n1	-0.3	-12	-3	-2	27	-13	-9	-1	-5
50	COc1cc(CN(C)CC(=O)c2[nH]c(C)c(C(C)=O)c2C)ccc1OC(F)F	-0.2	-5	3	5	-1	-14	-6	3	-8
51	COc1cccc(CNC(=O)CSCc2cnn(-c3ccccc3)c2-n2cccc2)c1	-0.6	1	1	-4	-2	-15	-15	0	23
52	Cc1sc(NC(=S)NC(=O)c2cccs2)nc1-c1ccc(CC(C)C)cc1	-0.4	-12	3	-18	3	-11	3	1	-23
53	O=C(NC(N1CCCC1)C(Cl)(Cl)Cl)c1ccccc1 (stereo not given)	0.1	-7	-2	-12	0	6	-2	0	-3
54	Clc1ccc(C2=NCCN2)cc1	-0.2	5	0	7	20	-1	-7	-4	-1
55	CCOC(=O)Cn1c(=O)oc2cc(S(=O)(=O)N3CCC(N4CCCCC4)CC3)ccc21	0.0	-17	2	-4	0	-11	-11[fluorescence artefact?]	1	-1
56	Cc1ccc(C(=O)Nc2cc(C(F)(F)F)ccc2N2CCCCC2)cc1[N+](=O)[O-]	0.6	-12	0	-9	-2	4	-8	0	-9
57	Cc1ccc(NC2=NCC(=O)N2Cc2ccc3c(c2)OCO3)c(C)c1	0.0	-8	-2	-10	-3	14	45	-3	1
58	CCN(CC)CCN(C(=O)CCOc1ccccc1)c1nc2c(F)cc(F)cc2s1	-0.6	8	-4	1	6	-1	-6	1	-1

Eleven of the compounds above, screen by screen.
48) Cc1ccc(S(=O)(=O)N(C)CC(=O)N/N=C/c2ccc(C)o2)cc1
49) Cc1nc(SCc2cccc(F)c2)c2oc3ccccc3c2n1
50) COc1cc(CN(C)CC(=O)c2[nH]c(C)c(C(C)=O)c2C)ccc1OC(F)F
51) COc1cccc(CNC(=O)CSCc2cnn(-c3ccccc3)c2-n2cccc2)c1
52) Cc1sc(NC(=S)NC(=O)c2cccs2)nc1-c1ccc(CC(C)C)cc1
53) O=C(NC(N1CCCC1)C(Cl)(Cl)Cl)c1ccccc1 (stereo not given)
54) Clc1ccc(C2=NCCN2)cc1
55) CCOC(=O)Cn1c(=O)oc2cc(S(=O)(=O)N3CCC(N4CCCCC4)CC3)ccc21
56) Cc1ccc(C(=O)Nc2cc(C(F)(F)F)ccc2N2CCCCC2)cc1[N+](=O)[O-]
57) Cc1ccc(NC2=NCC(=O)N2Cc2ccc3c(c2)OCO3)c(C)c1
58) CCN(CC)CCN(C(=O)CCOc1ccccc1)c1nc2c(F)cc(F)cc2s1

entry no.	48	49	50	51	52	53	54	55	56	57	58
zVAD death inh	0.8	-0.3	-0.2	-0.6	-0.4	0.1	-0.2	0.0	0.6	0.0	-0.6
EBV gp42 block	-16	-12	-5	1	-12	-7	5	-17	-12	-8	8
Runt-CBFb FRET	2	-3	3	1	3	-2	0	2	0	-2	-4
p47phox inh	-7	-2	5	-4	-18	-12	7	-4	-9	-10	1
Hck-Nef inh	13	27	-1	-2	3	0	20	0	-2	-3	6
Mdm2 ligase inh	-5	-13	-14	-15	-11	6	-1	-11	4	14	-1
14-3-3 Bad inh	-1	-9	-6	-15	3	-2	-7	-11[fluorescence artefact?]	-8	45	-6
Runt-SMMHC FRET	0	-1	3	0	1	0	-4	1	0	-3	1
TbHK1 inh	-14	-5	-8	23	-23	-3	-1	-1	-9	1	-1

The order is random; about 3.2% have a hit in one of these screens.
